M1 ag parental – nonselective activator or artifact in parental CHO-K1 cells. 360,000 compounds, 0.48% hits. Fluo-8 calcium fluorescence; scaled to maximal ATP response, vehicle zero. activation, % at 3 µM. AID 602248; in the data active means activation above about 15%;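 further: untransfected CHO-K1 host cells lacking M1 receptor as counterscreen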
CHRM5 agonist – agonists of human muscarinic M5 receptor (CHRM5); CHO-K1 hM5 cells, Fluo-8 calcium fluorescence; 0% DMSO wells, 100% maximal acetylcholine response; 360,000 compounds, 0.19% hits; activation, % at 3 µM; P08912;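 active means activation above the run's mean over test compounds plus 3 SD, cut at about 23% in these data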;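 further: signal is peak over basal fluorescence ratio across the kinetic read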
Target sequence (P08912 whole entry, looked up): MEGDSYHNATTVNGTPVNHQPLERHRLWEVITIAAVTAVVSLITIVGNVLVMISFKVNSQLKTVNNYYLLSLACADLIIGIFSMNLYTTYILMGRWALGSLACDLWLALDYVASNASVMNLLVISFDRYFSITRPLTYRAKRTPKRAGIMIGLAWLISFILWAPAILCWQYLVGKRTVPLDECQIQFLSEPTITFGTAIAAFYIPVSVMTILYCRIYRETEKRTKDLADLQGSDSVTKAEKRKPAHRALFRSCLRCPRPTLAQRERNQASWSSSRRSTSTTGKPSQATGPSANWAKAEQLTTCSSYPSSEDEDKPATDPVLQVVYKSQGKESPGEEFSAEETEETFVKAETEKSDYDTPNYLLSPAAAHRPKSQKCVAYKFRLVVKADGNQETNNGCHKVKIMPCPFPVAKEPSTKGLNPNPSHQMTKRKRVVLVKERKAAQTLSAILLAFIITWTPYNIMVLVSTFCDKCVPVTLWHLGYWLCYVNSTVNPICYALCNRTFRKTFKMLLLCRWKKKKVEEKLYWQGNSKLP
CHRM4 agonist – CHRM4 agonism in calcium assay | P08173 | CHO-K1 hM4/Gqi5, Fluo-8 calcium fluorescence; vehicle 0%, full acetylcholine response 100% | activation, % at 3 µM | 360,000 compounds, 0.14% hits | AID 624127;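 active means activation above the run mean over all test wells plus 3 SD, cut at about 32% in these data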;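 further: peak over basal fluorescence ratio per well then scaled between controls; 0% = DMSO wells and 100% = acetylcholine at EC100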
Target sequence (P08173 whole entry, looked up): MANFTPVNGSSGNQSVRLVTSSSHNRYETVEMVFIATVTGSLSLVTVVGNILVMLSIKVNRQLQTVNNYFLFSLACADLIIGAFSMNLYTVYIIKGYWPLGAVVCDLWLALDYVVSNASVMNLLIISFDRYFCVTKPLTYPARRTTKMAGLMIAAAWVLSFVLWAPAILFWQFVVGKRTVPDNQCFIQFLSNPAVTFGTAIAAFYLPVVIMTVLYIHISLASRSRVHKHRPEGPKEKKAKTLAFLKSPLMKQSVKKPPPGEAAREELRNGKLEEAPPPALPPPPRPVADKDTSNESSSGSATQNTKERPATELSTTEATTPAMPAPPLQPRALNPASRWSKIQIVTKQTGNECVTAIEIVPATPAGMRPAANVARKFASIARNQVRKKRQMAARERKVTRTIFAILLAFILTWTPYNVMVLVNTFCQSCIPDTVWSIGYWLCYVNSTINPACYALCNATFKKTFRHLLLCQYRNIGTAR
M1 PAM parental – M1 PAM counterscreen hit in parental CHO-K1 cells; 360,000 compounds, 0.02% hits; ATP EC20, Fluo-8 calcium fluorescence; 0% at ATP EC20, 100% at ATP max; activation, % at 3 µM; AID 602247;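 active means activation above the run cutoff, the mean activation of all test compounds plus 3 SD, cut at about 40% in these data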;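 further: peak over basal fluorescence ratio in a 140 s read after ATP addition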
CHRM5 antagonist – antagonists of human muscarinic M5 receptor (CHRM5); AID 624040; inhibition, % at 3 µM; CHO-hM5 cells, Fluo-8 calcium fluorescence, ACh EC80; 360,000 compounds, 0.59% hits; P08912;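 active means inhibition above a per-plate cutoff, the mean of that plate's test compounds plus 3 SD, cut at about 27% in these data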;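 further: 0% = acetylcholine EC80 with DMSO and 100% = DMSO without agonist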
CHRM4 antagonist – antagonists of human muscarinic M4 receptor (CHRM4); P08173; CHO-hM4 cells, ACh EC80, Fluo-8 calcium fluorescence; inhibition, % at 3 µM; 360,000 compounds, 0.73% hits;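 active means inhibition above its plate's cutoff, the mean inhibition of sample wells plus 3 SD, cut at about 27% in these data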;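 further: 0% = acetylcholine EC80 with DMSO and 100% = DMSO without agonist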
M4 PAM – CHRM4 positive allosteric modulation | 360,000 compounds, 0.4% hits | AID 624126 | activation, % at 3 µM | CHO-K1 hM4/Gqi5, Fluo-8 calcium fluorescence, ACh EC20; 0% = ACh EC20, 100% = maximal ACh | P08173;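 active means activation above its plate's cutoff, the mean activation of sample wells plus 3 SD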; further: some results filed as inactive read as strong as hits
CHO-K1 Ca antag – counter-screen for M1 antagonists: effect in parental CHO-K1 cells; ATP-induced calcium, Fluo-8 fluorescence; inhibition, % at 3 µM; 360,000 compounds, 0.6% hits;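 active means inhibition above a per-plate cutoff, the plate's mean sample inhibition plus 3 SD, cut at about 24% in these data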;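 further: 0% = DMSO plus EC80 ATP and 100% = DMSO alone without ATP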
CHRM5 PAM – CHRM5 positive allosteric modulation; CHO-K1 hM5, Fluo-8 calcium, ACh EC20 PAM; 0% = ACh EC20, 100% = ACh EC100; 360,000 compounds, 0.3% hits; AID 624038; P08912; activation, % at 3 µM;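 active means activation above the run cutoff, the mean activation of all test compounds plus 3 SD, cut at about 18% in these data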
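Test system: CHO-K1 hM5 cells / Doses: single-point, 3 µM nominal / Times: Post-acetylcholine fluorescence recording 140 s / Technique: Fluo-8 calcium fluorescence / Measure: Max/basal fluorescence ratio as % of EC20–EC100 ACh window / Benchmarks: low control EC20 acetylcholine (0%), high control EC100 acetylcholine (100%) / Replicates: one well per compound, no replicates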
An asterisk follows results filed as active. Rows are unselected; overall some 2.7% were active at least once.

Structure | M1 ag parental | CHRM5 agonist | CHRM4 agonist | M1 PAM parental | CHRM5 antagonist | CHRM4 antagonist | M4 PAM | CHO-K1 Ca antag | CHRM5 PAM
CC(=O)Nc1ccc(S(=O)(=O)Oc2ccc(/C=N/NC(=O)c3ccc(Cl)cc3)cc2)cc1 | 2.1 | -9 | 6 | 15 | 12 | 3 | -2 | 0 | -19
COc1cc(/C=C/C(=O)N2CCN(c3ccccn3)CC2)cc(OC)c1OC | 2.6 | 2 | 6 | 21 | -10 | -4 | 0 | -8 | 0
CCCCN(C)C(=S)Nc1ccsc1C(=O)OC | 0.1 | -3 | -1 | 12 | 5 | 3 | 7 | -9 | 3
CN(Cc1nc2ccccc2n1C)C(=O)c1ccco1 | 1.5 | -3 | 0 | 14 | 14 | 1 | 2 | -12 | -6
C[C@H](CO)N1C[C@H](C)[C@@H](CN(C)C(=O)Nc2ccc(C(C)(C)C)cc2)OCc2cnnn2CCCC1=O | -0.3 | 0 | 0 | 5 | -8 | -1 | 2 | -10 | 0
Nc1cc(=O)[nH]n1C1CCN(c2ccccc2)CC1 | -0.6 | -1 | 1 | -5 | -6 | 0 | -3 | 26* | -1
O=C(NCc1ccc(OC(F)(F)F)cc1)c1cccc2c1C(=O)c1ccc(N3CCCC3)cc1S2(=O)=O | -0.2 | 6 | 2 | -15 | -10 | -8 | 10 | 3 | 12
CN(CC(=O)Nc1c(Cl)cccc1Cl)C(=O)CCCN1C(=O)c2ccccc2C1=O | 0.6 | -2 | 3 | 0 | -7 | -8 | 13 | 1 | -4
O=C(O)CCCN1C(=O)c2ccc(C(=O)c3cccc([N+](=O)[O-])c3)cc2C1=O | 0.2 | -2 | 0 | -14 | 2 | 6 | -6 | 14 | -2
CC(CCC(=O)O)C1CCC2C3CCC4C[C@H](O)CCC4(C)C3CC(=O)C12C (some centres undefined) | -0.7 | -2 | 2 | -3 | 6 | -21 | 12 | 8 | -6
COc1ccc(NS(=O)(=O)c2cccc(NC(=O)CCC(=O)c3cccs3)c2)cc1 | 6.2 | 2 | 9 | 14 | 7 | -1 | -7 | 0 | -9
COc1cccc(-c2cc(C(=O)N3CCc4ccccc4C3)[nH]n2)c1 | 0.2 | -3 | 2 | 20 | 0 | 5 | 5 | -8 | 1

Reformatted with two lines to a compound: entries from further up
Fields – M1 ag parental	CHRM5 agonist	CHRM4 agonist	M1 PAM parental	CHRM5 antagonist	CHRM4 antagonist	M4 PAM	CHO-K1 Ca antag	CHRM5 PAM
CC(=O)Nc1ccc(S(=O)(=O)Oc2ccc(/C=N/NC(=O)c3ccc(Cl)cc3)cc2)cc1
→ 2.1	-9	6	15	12	3	-2	0	-19
COc1cc(/C=C/C(=O)N2CCN(c3ccccn3)CC2)cc(OC)c1OC
→ 2.6	2	6	21	-10	-4	0	-8	0
CCCCN(C)C(=S)Nc1ccsc1C(=O)OC
→ 0.1	-3	-1	12	5	3	7	-9	3
CN(Cc1nc2ccccc2n1C)C(=O)c1ccco1
→ 1.5	-3	0	14	14	1	2	-12	-6
C[C@H](CO)N1C[C@H](C)[C@@H](CN(C)C(=O)Nc2ccc(C(C)(C)C)cc2)OCc2cnnn2CCCC1=O
→ -0.3	0	0	5	-8	-1	2	-10	0
Nc1cc(=O)[nH]n1C1CCN(c2ccccc2)CC1
→ -0.6	-1	1	-5	-6	0	-3	26*	-1
O=C(NCc1ccc(OC(F)(F)F)cc1)c1cccc2c1C(=O)c1ccc(N3CCCC3)cc1S2(=O)=O
→ -0.2	6	2	-15	-10	-8	10	3	12
CN(CC(=O)Nc1c(Cl)cccc1Cl)C(=O)CCCN1C(=O)c2ccccc2C1=O
→ 0.6	-2	3	0	-7	-8	13	1	-4
O=C(O)CCCN1C(=O)c2ccc(C(=O)c3cccc([N+](=O)[O-])c3)cc2C1=O
→ 0.2	-2	0	-14	2	6	-6	14	-2

Next section.
Structure | M1 ag parental | CHRM5 agonist | CHRM4 agonist | M1 PAM parental | CHRM5 antagonist | CHRM4 antagonist | M4 PAM | CHO-K1 Ca antag | CHRM5 PAM
CCOc1ccc([C@@H]2CC=C(C(=O)O)[C@H](c3ccc(F)cc3)N2S(=O)(=O)c2ccc(C)cc2)cc1 | -0.2 | -1 | 2 | 1 | 5 | -5 | 5 | -1 | 2
COC(=O)c1oc2ccc(Cl)cc2c1N | 0.1 | -10 | 0 | 14 | 3 | -1 | -1 | -2 | -1
CCN1C(=O)[C@H]2[C@@H](c3ccc(C)cc3)N3C(=O)N(c4cccc(Cl)c4)C(=O)[C@@]3(Cc3ccc(Cl)cc3)[C@H]2C1=O | -0.2 | 6 | 0 | 7 | 1 | 4 | 1 | -4 | -3
Cc1cccc(N2CCN(S(C)(=O)=O)CC2)c1C | 0.1 | -7 | 1 | 15 | -10 | 4 | 1 | 4 | 8
Cc1cccc(-c2nnc(SCC#N)n2Cc2ccccc2)c1 | 0.2 | -7 | 1 | -6 | 0 | -8 | 2 | -23 | 5
CCc1ccc(NC(=O)C2(c3ccccc3)CC2(Cl)Cl)cc1 (centres undefined) | 6.7 | 13 | 14 | 23 | 3 | 6 | -4 | -1 | -3
CC(Sc1nc2ccccc2s1)C(=O)NCc1ccc2c(c1)OCO2 (centres undefined) | 1.3 | -2 | 1 | 9 | 7 | 1 | 2 | 1 | -1
CCCN(CCC)CCNC(=O)C1CC(=O)N(c2ccc(OC)cc2)C1c1ccc(OC)cc1 (centres undefined) | 0.3 | -9 | 0 | -10 | -5 | 3 | -1 | -2 | -6
CCOC(=O)C1=C(C)NC(C)=C(C(=O)OCC)C1C(=O)OCC(=O)N1CCc2ccccc21 | -0.1 | -3 | 0 | 12 | 0 | -7 | 10 | 1 | 0
COc1ccc2nc(N(CCN(C)C)C(=O)c3ccc(C(=O)c4ccccc4)cc3)sc2c1 | 0.3 | -1 | 1 | -20 | -2 | -11 | 8 | 6 | 1
CCCCN1C(=O)C(O)(CC(=O)c2c(C)coc2C)c2ccccc21 (centres undefined) | 0.4 | -4 | 0 | 20 | -1 | 2 | -2 | -5 | 4
O=C(COC(=O)Cc1ccc(Cl)cc1)NCc1ccc(Cl)cc1 | 0.9 | 1 | 1 | 0 | 11 | -14 | 6 | 8 | -11
CN(C[C@H](CC1CCCCC1)N(C[C@H](Cc1ccccc1)N(CCc1ccccc1)N=O)N=O)N=O | 0.1 | 2 | 2 | 15 | 9 | -3 | -3 | -18 | 2
O=C(CN(CCc1ccccc1)C(=O)CNS(=O)(=O)c1ccc(F)cc1)NCC1CCCO1 (centres undefined) | 0.3 | -3 | 1 | 21 | -7 | -2 | 5 | -17 | 2
COC(=O)c1ccc(Sc2ccc(F)cc2)c(N)c1 | -0.3 | -3 | -3 | 11 | 8 | 10 | -5 | -5 | -5
O=C(NCCN1CCCCCC1)C1CCCN1S(=O)(=O)c1cccc2nsnc12 (centres undefined) | 0.1 | -5 | 0 | -22 | 2 | -15 | 1 | 18 | -1
CCOc1ccc(OCCCCn2cnc3ccccc3c2=O)cc1 | 1.9 | 1 | 5 | 12 | 6 | -3 | -4 | -5 | 3
COc1ccc2c(c1)OC[C@H]1[C@H]2N2C(=O)CN(CCc3c[nH]c4ccccc34)C(=O)[C@@]2(C)[C@H]1c1ccccc1 | 0.1 | 5 | 5 | -3 | 5 | -6 | 8 | -8 | -2
O=C1NC(=Nc2cccnc2)S/C1=C/c1ccc(F)cc1 | 0.4 | 1 | 2 | 17 | 2 | -19 | 16* | -5 | 6
COc1cc(OC)cc(-c2nnc(SCC(=O)N3CCCc4ccccc43)o2)c1 | 0.6 | -6 | 3 | 9 | -7 | -2 | -1 | -11 | -4
COc1ccccc1N(C)S(=O)(=O)c1ccc(C(=O)NCCCN2CCCC2=O)cc1 | 0.4 | 1 | 2 | 0 | 2 | -11 | 2 | 11 | -1
CCn1cc(CN2CCCC(CNS(=O)(=O)c3cccc4cccnc34)C2)cn1 (centres undefined) | 0.4 | -5 | 1 | 17 | 1 | -2 | 0 | -7 | 1
COC(=O)Nc1csc2c1NC(=O)CCCC2 | 0.1 | -1 | 1 | -10 | 9 | 3 | -1 | -10 | 1
CC(C)C[C@@H](CN)NC(=O)c1nc[nH]c1C(=O)N[C@@H](Cc1ccccc1)C(=O)CNC[C@H](C)NC(=O)c1nc[nH]c1C(=O)N[C@@H](CC(C)C)C(=O)O | 0.6 | 1 | 1 | 8 | 1 | 6 | -3 | -7 | 5
CC1(C)C(=Cc2ccccc2)C(=O)c2ccccc21 | 0.0 | -2 | 2 | -6 | 7 | -15 | -1 | -3 | -7
COc1cc(/C=C2\SC(=S)N(Nc3ccccc3)C2=O)ccc1O | 27* | 29* | 45* | 8 | 29* | 27* | -22 | 24* | -11
CC1(C(=O)NS(=O)(=O)c2ccc3ccccc3c2)CCN1C(=O)Cc1ccc(Cl)cc1Cl (centres undefined) | 0.4 | 3 | 1 | -2 | 3 | 2 | 5 | 1 | -5
O=C(O)CCCCCNc1ccc2nsnc2c1[N+](=O)[O-] | -0.1 | -2 | 2 | 4 | 15 | 0 | 4 | 4 | -8
C=CCN(C(=O)c1oc2c(Cl)cc(C)cc2c1C)C1CCS(=O)(=O)C1 (centres undefined) | 0.9 | 1 | 3 | -18 | -15 | 4 | 0 | -3 | 5
CC(C)CNC(=O)C1CCN(S(=O)(=O)c2ccc3c(c2)OCCO3)CC1 | 0.7 | 1 | 1 | 13 | 3 | -4 | 6 | -3 | 5
Cc1occc1-c1nnc(SCC(=O)Nc2ccc(F)cc2)n1C | 0.2 | -2 | 0 | -11 | -1 | -6 | 1 | -4 | 1
Cc1nn(Cc2ccccc2)c(N)c1-c1ccccc1 | 0.4 | -2 | 0 | 17 | -2 | -3 | -1 | -6 | 3
Cn1cc(SCC(=O)Nc2ccc3c(c2)OCCO3)c2ccccc21 | 0.0 | 1 | 2 | 1 | 0 | -3 | -8 | 4 | 2
O=C(Nc1ccccc1-c1nnc(SCc2ccc(Cl)cc2Cl)o1)c1ccccc1 | -0.1 | -3 | 1 | 17 | 7 | 6 | 4 | -1 | -2
CCc1cccc(C)c1NC(=O)COC(=O)c1c2c(nc3ccccc13)/C(=C\c1cccs1)CCC2 | 1.9 | -2 | 4 | 13 | 7 | -6 | -2 | -1 | -12
C/C(=C\C(=O)c1ccc(Br)cc1)NNC(=O)c1ccccc1 | 0.7 | -1 | 1 | 2 | 1 | -5 | 7 | -10 | 4
CCOc1ccccc1N1CCN(C(=O)NC2CCCCC2)CC1 | 0.0 | -1 | 0 | -11 | 6 | 0 | 9 | 4 | 0
C=CCN(C(=O)Nc1ccc2oc(C)nc2c1)c1ccccc1 | 0.5 | -3 | 1 | 14 | -1 | 5 | -3 | -2 | 2

From PubChem BioAssay
